GalR3 antag: human GalR3 antagonism. inhibition, % at 3 µM. HEK293 GalR3-CNG cAMP membrane potential fluorescence; galR3 body fused to GalR1 C-terminus. 360,000 compounds, 0.44% hits;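 active means inhibition above the screen-wide average plus 3 SD, cut at about 13% in these data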;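 further: forskolin and galanin both at EC90 stimulate the cells; cAMP rise reported by CNG channel membrane potential dye signal; 0% = forskolin plus galanin with DMSO and 100% = forskolin alone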
Target sequence (O60755 1-299 limits assumed): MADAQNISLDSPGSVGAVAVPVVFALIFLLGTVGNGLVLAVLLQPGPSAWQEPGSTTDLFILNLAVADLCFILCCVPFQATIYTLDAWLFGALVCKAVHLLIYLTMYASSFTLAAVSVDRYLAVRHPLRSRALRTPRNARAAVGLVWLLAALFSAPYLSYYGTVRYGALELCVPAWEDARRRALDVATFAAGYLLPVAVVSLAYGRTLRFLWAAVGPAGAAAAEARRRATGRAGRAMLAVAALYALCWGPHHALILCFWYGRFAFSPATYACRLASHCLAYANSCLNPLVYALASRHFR
IDE inh: cellular human IDE inhibition; HEK cells, FAbetaB cleavage, fluorescence polarization; inhibition, % at 5.59 µM; 320,000 compounds, 0.41% hits; AID 434962;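 active means percent inhibition above the average of all tested compounds plus 3 SD, set per screening campaign, cut at about 16% in these data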;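 further: IDE supplied by intact live HEK cells; FP after avidin binding of uncleaved biotin substrate so inhibition keeps polarization high; 0% = DMSO wells and 100% = 60 µM reference IDE inhibitor Ii1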
NS3 helicase inh: blocks Hepatitis C virus NS3 helicase unwinding | NS3 helicase DNA unwinding, Cy5 molecular beacon fluorescence | inhibition, % at 10.9 µM | 290,000 compounds, 0.56% hits;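 active means inhibition above the mean of all tested compounds plus 3 SD, set per campaign, cut at about 35% in these data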;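 further: 0% = DMSO wells and 100% = thioflavine S control wells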
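Test system: hepatitis C virus NS3 helicase domain fragment enzyme. Also added: annealed dual-labelled DNA beacon duplex, ATP-started. Timing: 60 min unwinding reaction at 25 °C after ATP addition. Technique: Cy5 fluorescence. Measure: % inhibition of unwinding.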
IMP-1 inh: blocks Pseudomonas aeruginosa IMP-1 metallo-beta-lactamase; purified IMP-1, nitrocefin hydrolysis, epi-absorbance fluorescence; inhibition, % at 5.6 µM; 290,000 compounds, 0.45% hits;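 active means inhibition above the mean plus 3 SD of all compounds in the same screening run, cut at about 4.5% in these data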;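 further: 0% = IMP-1 with DMSO and 100% = DMSO wells lacking enzyme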
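assay system = purified recombinant IMP-1 metallo-beta-lactamase enzyme | schedule = 15 min preincubation plus 25 min reaction at 25 °C | signal = Epi-absorbance fluorescence, 480 nm excitation, 530 nm emission | read-out basis = percent inhibition from optical density relative to buffer-blank wells | controls = IMP-1 with DMSO as 0%, enzyme-free DMSO as 100%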
IDE cell activ: boosts human insulin-degrading enzyme activity in HEK cells | FAbeta-B cleavage, fluorescence polarization; 0% vehicle, 100% cell-free pure enzyme wells | activation, % at 5.96 µM | 340,000 compounds, 0.073% hits;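 active means activation above the mean of all tested compounds plus 3 SD, set per screening campaign, cut at about 17% in these data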
CRFR2-BP antag: CRF-BP/CRF-R2 complex antagonism; HEK293 CRF-R2/CRF-BP, CRF-induced calcium fluorescence; inhibition, % at 11.8 µM; 350,000 compounds, 0.59% hits; AID 588475;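 active means inhibition of the ligand-induced calcium signal above about 50% at the single tested concentration, limit read from the data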
VIM-2 inh: inhibitors of Pseudomonas aeruginosa VIM-2 metallo-beta-lactamase | 290,000 compounds, 0.89% hits | AID 1527 | inhibition, % at 5.6 µM | purified VIM-2, nitrocefin hydrolysis, epi-absorbance fluorescence;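 active means inhibition above the mean of all tested compounds plus 3 SD, cutoff set per screening run, cut at about 7.5% in these data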;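 further: red hydrolysis product quenches plate fluorescence so inhibitors raise well fluorescence; 0% = enzyme with DMSO and 100% = DMSO without enzyme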
UBC9 SUMO inh: inhibitors of human SUMOylation (UBC9); inhibition, % at 35 µM; AID 2006; HTRF SUMOylation assay, SAE1/SAE2 + UBC9, in vitro; 290,000 compounds, 0.36% hits; P63279; in the data active means inhibition above about 50%, passing the limit was not always enough; further: strong numbers were not always called active
Target sequence (P63279 whole entry, looked up): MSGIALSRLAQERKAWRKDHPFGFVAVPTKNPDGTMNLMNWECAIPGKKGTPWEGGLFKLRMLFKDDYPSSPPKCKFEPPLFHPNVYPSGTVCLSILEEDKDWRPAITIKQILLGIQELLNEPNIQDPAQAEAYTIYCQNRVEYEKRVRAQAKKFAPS
p-CIP stab down: p/CIP protein destabilization. Q05BA5. F442A p/CIP-EGFP cells, EGFP fluorescence, 16 h. decrease of EGFP signal, % at 10 µM. 290,000 compounds, 0.01% hits;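 active means EGFP signal decrease of at least 30% at 10 µM or well 3 SD below plate mean, unless failing retest; inactive means the rest, including hits failing retest or dose response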; further: some compounds called inactive have numbers as strong as hits; many of its hits are not listed in these tables
* marks the source's active call; other numbers are inactive results; x = not tested or not shown.

SMILES	GalR3 antag	IDE inh	NS3 helicase inh	IMP-1 inh	IDE cell activ	CRFR2-BP antag	VIM-2 inh	UBC9 SUMO inh	p-CIP stab down
CCC1=NN(C(=O)C(=O)Nc2ccccc2OC)C(O)(C(F)(F)F)C1 (stereo not given)	3	0	12	-0.4	7	18	0.0	-15	-8
Cn1nc(-c2ccc(Cl)cc2)c2cc(C(=O)N3CCOCC3)sc21	-2	9	-12	-2.8	2	14	-1.8	1	-11
O=C(Nc1ccccc1)N1CCCc2ccccc21	-2	-4	2	-3.9	2	8	-0.7	2	9
COc1ccc(-c2nncnn2)cc1	x	-1	0	-3.2	x	21	-1.2	14	-9
CCOC(=O)C1CCCN(c2c(NCC3CCCO3)c(=O)c2=O)C1 (stereo not given)	0	0	-1	-2.1	9	-3	2.4	18	-7
CCc1ccc(NC(=S)NC(=O)c2c(-c3ccccc3Cl)noc2C)cc1	4	10	4	-0.1	-7	-8	-0.9	3	0
CCC(=O)NC(=S)Nc1ccc(Cl)cn1	-1	-11	0	-2.6	1	-8	0.4	-3	-2
Cc1ccccc1-n1c(=O)cc(N2CCN(Cc3ccccc3)CC2)[nH]c1=O	3	-2	-7	-3.1	1	1	0.5	3	-3
N#Cc1cccc(NC(=O)CCNS(=O)(=O)c2ccc3[nH]c(=O)oc3c2)c1	x	9	8	-3.1	7	-17	-5.6	9	-11
COc1ccc(-n2nnnc2SCC#CCO)cc1	-4	6	3	-5.0	6	22	-4.4	12	0
Cc1ccc(S(=O)(=O)c2c(C)nn(C(C)(C)C)c2OC(=O)C2CCCC2)cc1	1	3	-17	0.5	0	1	-0.6	-31	-10
CC1CC(C)CN(CCOc2ccc(Cl)cc2Cl)C1 (stereo not given)	-2	-1	-10	-4.4	-2	-67	-4.2	-2	-4
CN(C(=O)c1ccco1)c1nnc(-c2ccc(F)cc2)s1	-9	-2	-2	0.0	-1	-3	-1.3	14	-16
COc1nc(Oc2ccc(=O)[nH]n2)nc(N2CCOCC2)n1	-2	2	1	-2.3	1	-9	-2.6	-1	0
CC(C)(C)OC(=O)NCCc1n[nH]c(=S)o1	-4	2	10	-1.4	x	-5	1.1	12	-7
Cc1ccc(N(CC(=O)Nc2cccc(N(C)S(C)(=O)=O)c2)S(C)(=O)=O)cc1	-5	1	6	-0.5	-8	-12	-0.2	4	7
Cc1ccc(C(C(=O)NC(C)(C)C)N(C(=O)c2csnn2)C2CC2)cc1 (stereo not given)	-3	3	26	-2.5	2	1	-3.5	-6	7
CN(C)S(=O)(=O)N1CCN(c2ccccc2)CC1	-1	0	3	-2.7	5	16	-1.4	24	0
O=C(O)COCC(=O)Nc1ccc(Oc2ncnc3cc(Cl)ccc23)nc1	3	5	8	-0.2	x	-1	0.9	18	-2
O=c1c2ccccc2c(/C=N/n2cnnc2)c(O)n1-c1ccccc1F	-3	0	x	x	-3	-2	x	23	7
COc1ccc(-c2nc(NC(=O)CCNC(=O)c3ccco3)sc2C)cc1	-7	5	-11	-3.1	-1	-4	0.5	0	-34
O=C(c1coc(=O)c(Br)c1)N1CCC(C(O)(c2ccccc2)c2ccccc2)CC1	-7	2	0	-2.1	3	-12	-0.8	12	-2
COc1cccc(C(=O)N/N=c2\oc3c(OC)cccc3cc2C(=O)NCc2ccccc2)c1	0	2	2	-2.5	-2	-11	-1.5	0	-6
C=CCN(C(=O)c1csnn1)C(C(=O)NCc1ccccc1)c1cccs1 (stereo not given)	-8	-1	2	-1.7	4	6	-0.1	12	-4
O=C(NCc1ccco1)c1ccc(Cn2c(=O)c3ccccc3n(Cc3ccc(Cl)cc3)c2=O)cc1	-3	-5	-22	-3.3	2	13	-0.2	9	-4
Cc1ccc(C(=O)N2CCCCCC2)cc1Br	-2	6	0	0.4	-4	16	-2.4	6	-13
COc1cccc(Nc2nc(N)c([N+](=O)[O-])c(NCc3ccco3)n2)c1	-3	3	-57	-3.0	x	-32	-3.2	-4	-16
CSc1ccccc1NC(=O)CSCc1ccc(C)cc1	-4	5	3	-2.5	3	1	-2.8	24	-5
Cc1c(Br)cnn1C(C)C(=O)N1CCN(c2ccc(F)cc2)CC1 (stereo not given)	-1	3	x	x	1	-5	x	x	x
O=C(O)C1CCC(CNS(=O)(=O)c2ccc(Cl)cc2)CC1 (stereo not given)	-8	1	-6	-0.7	-2	0	0.4	-16	9
CCCC(C(=O)c1ccccc1)n1cncn1 (stereo not given)	-4	2	-2	-1.3	3	4	-2.3	0	-14
CN(CC(=O)Nc1cccc(F)c1)C(=O)c1ccc(COc2ccccc2)o1	1	-3	x	x	8	-2	x	x	x
CCS(=O)(=O)N1CCN(C(=O)c2cccnc2)CC1	-3	0	1	-0.5	0	3	-0.7	-6	10
CC(=O)Nc1ccc(S(=O)(=O)Nn2cnnc2)cc1	1	6	-3	-2.8	4	-20	-0.5	9	-4
COc1ccc2c(c1)nc(N)n2Cc1ccccc1	-4	5	-14	-3.4	4	9	-3.1	-17	-16
Cc1ccc(-c2nnc(N3CCN(C(=O)COc4ccccc4)CC3)c3ccccc23)cc1	-2	4	-9	-2.4	3	25	-3.5	18	-8
CCn1c(NCc2cc(OC)c(OC)c(OC)c2)nc2ccccc21	-2	-2	27	-1.0	5	-5	0.1	-4	5
COC(=O)C1=C(C(=O)OC)[C@@H]2N(C)c3ccc(OC)cc3[C@@]23C[C@@H](C(=O)OC)N(S(=O)(=O)c2ccc([N+](=O)[O-])cc2)C3=N1	-7	-4	x	x	1	4	x	11	-4
Cc1cccc(C(=O)NC(NC(=S)Nc2ccc(S(N)(=O)=O)cc2)C(Cl)(Cl)Cl)c1 (stereo not given)	-2	2	-4	-0.4	5	7	1.3	-13	-2
Fc1ccc(C2=NN(c3ccccc3)C(c3ccco3)C2)cc1 (stereo not given)	-11	3	1	-2.2	3	-18	-1.6	5	-11
COc1cc(NC(=O)CSCC(=O)N(C)C2CCCCC2)cc(OC)c1	0	-3	x	x	-1	-6	x	x	x
CCn1c(=NC(=O)CSCC(=O)Nc2nccs2)sc2ccccc21	-1	-1	-1	-3.0	5	-7	-2.7	-1	-1
CC(=O)Nc1ccc(NC(=O)COC(=O)c2ccc(S(=O)(=O)NCc3ccco3)cc2)cc1	-6	-3	x	x	0	12	x	x	x
CC1CCN(CCCCOc2ccc(Br)cc2)CC1	-7	2	-14	-2.8	6	7	-2.9	0	-17
Nc1nc(COc2ccccc2C=O)nc(Nc2ccccc2)n1	-3	-4	15	-3.5	6	-17	0.4	20	0
O=C(Cn1c2c(c(-c3ccccc3Cl)cc1=O)CCC2)NCC1CCCO1 (stereo not given)	-3	3	2	-3.8	-1	16	-3.0	4	-6
CNC(=S)Nc1ccc(Br)cc1	-8	2	5	-2.7	3	26	1.9	-9	6
Cc1occc1C(=O)NNC(=O)COc1ccc(Br)cc1Br	-8	0	5	-0.2	-2	-15	0.1	-1	-2

One compound at a time, from the list above. Order of values: GalR3 antag, IDE inh, NS3 helicase inh, IMP-1 inh, IDE cell activ, CRFR2-BP antag, VIM-2 inh, UBC9 SUMO inh, p-CIP stab down
CCn1c(=NC(=O)CSCC(=O)Nc2nccs2)sc2ccccc21 across the screens: -1, -1, -1, -3.0, 5, -7, -2.7, -1, -1
Cc1ccc(N(CC(=O)Nc2cccc(N(C)S(C)(=O)=O)c2)S(C)(=O)=O)cc1 across the screens: -5, 1, 6, -0.5, -8, -12, -0.2, 4, 7
COc1ccc(-c2nncnn2)cc1 across the screens: x, -1, 0, -3.2, x, 21, -1.2, 14, -9
CSc1ccccc1NC(=O)CSCc1ccc(C)cc1 across the screens: -4, 5, 3, -2.5, 3, 1, -2.8, 24, -5

Next records.
SMILES	GalR3 antag	IDE inh	NS3 helicase inh	IMP-1 inh	IDE cell activ	CRFR2-BP antag	VIM-2 inh	UBC9 SUMO inh	p-CIP stab down
CCOc1cc2c(cc1OCC)C(c1ccc(OC)cc1)N(c1ccccc1)C(=O)C2 (stereo not given)	4	-2	-1	-3.0	6	13	-2.7	-23	-8
O=C(COc1ccc(/C=N/NC(=O)c2ccccc2O)cc1)Nc1ccccc1	-2	0	11	-2.6	-3	0	-3.2	46	8
Cn1c(N)c(C#N)c2c(c1=S)COC(C)(C)C2	-6	10	-7	-3.4	-5	25	-2.0	13	6
C#C[C@]1(OC(C)=O)CCC2C3CCC4=CC(=O)CC[C@@H]4C3CC[C@@]21C (stereo not given in full)	-4	2	-7	-1.4	-2	-9	0.0	4	-4
CCCN1C(=O)c2ccc(C(=O)Nc3ccc4c(c3)OCO4)cc2C1=O	-2	9	4	0.7	2	10	-1.9	0	-5
Cn1c(SCc2ccc(C#N)cc2Cl)nc2ccccc21	-5	1	3	-5.6	1	16	-0.8	18	-10
O=C(CN(c1ccccc1)S(=O)(=O)c1ccccc1[N+](=O)[O-])NN=C1CCCCCCC1	-1	2	0	-3.9	-2	-5	-3.5	5	0
Cc1ccc(SC2=C(Sc3ccc(C)cc3)C(=O)c3ccccc3C2=O)cc1	-9	1	9	-1.5	-16	-1	0.1	26	6
CC(=O)C1=C(O)C(=O)N(c2ccc(Br)cc2)C1c1ccc(Cl)cc1 (stereo not given)	-11	-1	37*	-4.1	5	-4	-0.5	11	-13
CC(C)(C)NC(=O)NC(=O)CSc1cccc(C(F)(F)F)c1	-7	5	37*	-1.7	-6	-28	2.3	-2	-5
O=C(CCC(=O)N1CCOc2ccc(Cl)cc21)NCCCN1CCOCC1	x	-3	22	-1.8	-3	-9	-1.5	5	2
Cc1ccc(-c2nc(CSCC(=O)NC3CCN(Cc4ccccc4)CC3)c(C)o2)cc1	-2	1	-10	-3.0	-2	13	-1.5	17	-10
COc1cc(/C=C2/SC(=S)N(C)C2=O)ccc1OC(=O)c1ccco1	-4	24*	-4	-1.9	-26	-3	-3.8	7	14
O=C(CN1CCNCC1)Nc1ccccc1Cl	-3	-6	4	-4.8	3	-5	-3.8	-4	6
Oc1nc(Nc2ccc(Cl)cc2Cl)sc1/C=C1\C=Nc2ccccc21	-2	12	13	-2.0	0	-19	-0.1	12	-1
Cc1csc(SCc2nnc(-c3ccccc3Br)o2)n1	-4	5	3	-4.0	-1	6	-2.0	-3	-1
CCOc1cc(C#N)c(NC(=O)Cn2nnc3ccccc32)cc1OCC	-3	1	-2	-3.4	9	4	-2.2	-3	-3
CCO[C@H]1OC(C(=O)N2CCN(Cc3ccc4c(c3)OCO4)CC2)=C[C@@H](c2cn(C(C)=O)c3ccccc23)[C@@H]1CCCO	-1	-4	-28	-1.8	2	3	-0.9	4	5
O=C(O)C1C2CCC(O2)C1C(=O)Nc1ccccc1Br (stereo not given)	-10	-1	0	-4.2	6	6	-3.2	-2	-7
CSCCCN1CCCC(CO)(Cc2ccc(F)cc2)C1 (stereo not given)	-3	1	-5	-3.8	5	10	-2.2	6	12
CC1CCCCC1NC(=O)C1CC(=O)N(Cc2ccccc2)C1 (stereo not given)	0	-1	2	-2.8	8	-14	-0.1	20	-8
NC(=O)COc1cc2oc(=O)c3c(c2cc1Cl)CCCC3	-10	6	-11	-0.2	2	-5	14*	14	3
